OX1R antag-1: antagonists of human orexin 1 receptor; AID 434989; inhibition, % at 5 µM; actives 0.43% (n = 330,000); CHO/OX1R cells, Fluo-8 calcium fluorescence, orexin A; O43613;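 active = inhibition above its plate's threshold, mean inhibition of all tested compounds on the plate plus 3 SD, cut at about 37% in these data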;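 also: 0% = orexin A challenge wells and 100% = SB-334867-A antagonist wells; not every result past the cut was called active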
Target sequence (O43613 whole entry, looked up): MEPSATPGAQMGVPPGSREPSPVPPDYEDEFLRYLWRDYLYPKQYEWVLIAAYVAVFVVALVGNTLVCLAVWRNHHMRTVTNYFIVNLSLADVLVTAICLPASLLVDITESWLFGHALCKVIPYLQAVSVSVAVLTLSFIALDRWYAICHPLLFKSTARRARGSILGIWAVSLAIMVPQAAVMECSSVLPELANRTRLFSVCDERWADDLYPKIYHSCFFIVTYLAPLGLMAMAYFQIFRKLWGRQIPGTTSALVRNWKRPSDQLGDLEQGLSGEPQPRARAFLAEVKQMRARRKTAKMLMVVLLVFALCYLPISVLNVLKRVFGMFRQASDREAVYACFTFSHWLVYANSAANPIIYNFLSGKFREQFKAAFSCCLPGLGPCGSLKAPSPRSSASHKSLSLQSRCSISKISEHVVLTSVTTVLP
OX1R antag-2: antagonists of human orexin 1 receptor (OX1R). OX1R-expressing cells, FRET antagonist read-out. actives 1.8% (n = 330,000). inhibition, % at 6.6 µM. AID 485270. O43613; in the data active = inhibition mostly above about 38%, no sharp cut-off; inactive = mostly below about 40%;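 also: 0% = agonist challenge alone and 100% = reference antagonist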
* = called active by the depositor.

Below each compound – OX1R antag-1, OX1R antag-2
COc1cccc(CNC(=O)CCNS(=O)(=O)c2ccc(Br)s2)c1
 : -17, 37
CC(NS(=O)(=O)c1cccc(C(=O)NCc2ccncc2)c1)c1ccccc1 (centres undefined)
 : -10, 4
O=C(N/C(=C\c1ccc([N+](=O)[O-])cc1)C(=O)N1CCCCC1)c1ccccc1Br
 : -31, 51*
FC(F)(F)C1=CC(c2ccc(Br)cc2)=NCCN1
 : -10, 21
CCOc1ccc(CCNC(=O)COC(=O)c2c(OC)cccc2OC)cc1OCC
 : -29, 9
CC1(C)CC(N2CCN(CCO)CC2)=CC(=S)N1
 : 5, 9
Cc1ccc(Nc2nc(N)nc(CN3CCN(Cc4ccc5c(c4)OCO5)CC3)n2)cc1
 : -19, 11
O=C(Nc1cccc(Cl)c1)c1cc(S(=O)(=O)N2CCOCC2)cs1
 : -21, 19
COc1ccc(CCN2CNc3c(c(=O)n(C)c(=O)n3C)C2)cc1
 : -3, 5
CCOC(=O)C1CCN(c2ccc([N+](=O)[O-])cc2)CC1
 : -12, 32
Cc1ccc(S(=O)(=O)N2CCCCC2)cc1NC(=O)CCc1nc2ccccc2c(=O)[nH]1
 : -26, 14
CNC[C@@H]1Oc2c(NC(=O)Nc3ccc(F)cc3)cccc2C(=O)N([C@H](C)CO)C[C@@H]1C
 : -25, 1
C/C(CCC(C)C)=N\NC(=S)Nc1cc(S(=O)(=O)N2CCOCC2)ccc1N1CCOCC1
 : -14, 5
COCCNC(=O)CCCn1c(=O)c2cc(OC)c(OC)cc2n(CC(=O)Nc2ccc(F)cc2)c1=O
 : 3, 15
CN(CC1CCCN(CCc2ccc(F)cc2)C1)C(=O)CCC(F)(F)F (centres undefined)
 : -27, 7
O=C(C1=C[C@H](c2ccc(Br)cc2)C[C@H](OCCCCO)O1)N1CCN(Cc2ccccc2)CC1
 : -32, 33
CCCCC#Cc1ccc(C(=O)NNC(=O)Nc2cc(Cl)cc(Cl)c2)o1
 : -3, 6
C=CCNC(=O)CN1c2cccc3cccc(c23)S1(=O)=O
 : 7, 1
N#Cc1nc(COc2ccc(Cl)cc2)oc1N1CCCCCC1
 : -32, 16
CSc1sc(C#N)c2c1/C(=N\O)CCC2
 : -15, 9
C=CCNC(=S)NNC(=O)c1csc(CC)c1
 : -15, -1
CCOC(=O)CN(C(=O)CSc1nnc(-c2cccc(OC)c2)o1)c1ccc(F)cc1
 : -19, 16
COCC(C)n1c(SCC(=O)N2CCOCC2)nc2ccccc2c1=O (centres undefined)
 : -15, -1
Cc1ccc(C)c(N2CCN(CCCNC(=O)Cn3cc4c(n3)CCCCC4)CC2)c1
 : -6, 4
O=C(O)CCCN=CC1=C(O)CNC1=O
 : -3, 18
CC1=CC2=NC(=O)/C(=C\c3cccn3CCOc3ccccc3)C(=N)N2O1
 : -24, 24
O=C(O)[C@@H]1Cc2ccccc2N1
 : 13, 0
C=C1CCC(N(O)c2cc(C)on2)C(=C)CCC2C1CC2(C)C (centres undefined)
 : -10, 1
COc1ccc(C(CNC(=O)c2oc3ccccc3c2C)N2CCCC2)cc1 (centres undefined)
 : -3, 0
O=C(O)c1ccc(-c2ccc(OS(=O)(=O)c3ccccc3F)cc2)cc1
 : 0, 50
CCOC(=O)C1=C(COC(=O)C2(C)CC2(Cl)Cl)NC(=O)NC1c1ccccc1 (centres undefined)
 : -17, 8
COc1ccc(-c2[nH]ncc2CNCCCSC)cc1F
 : -30, 13
O=S(=O)(NCc1ccco1)c1cccc(S(=O)(=O)N2CCCCC2)c1
 : -16, 21
COc1ccc(C(=O)c2cc(C(C)=O)c(Nc3ccccc3)s2)cc1
 : -22, 4
CCOc1ccc(S(=O)(=O)NCCC(=O)N2CCN(Cc3ccccc3)CC2)cc1
 : -30, 33
CC(C)NC(=O)NS(=O)(=O)c1cnccc1NC1CC2CCC1C2 (centres undefined)
 : -9, 9
Cc1cc(N2CCCC2)nc(N2C3CCC2CC(O)(c2ccc(F)cc2)C3)n1 (centres undefined)
 : -29, 16
CCOc1ccc(/C=C2\SC(=S)N(CCC(=O)Nc3ccccc3C(=O)O)C2=O)cc1
 : -9, -1
Cc1cc(C)n(C(=O)CCCCCC(=O)n2nc(C)cc2C)n1
 : -1, 11
O=C(NCc1ccccc1)C(=O)NCC1OCCN1S(=O)(=O)c1ccc([N+](=O)[O-])cc1 (centres undefined)
 : -12, 25
O=C(CN(c1ccccc1)S(=O)(=O)c1ccccc1)NCCSCc1ccco1
 : -8, 57*
CCC(C(=O)Nc1ncccn1)(C(F)(F)F)C(F)(F)F
 : -2, 0
Cc1ccc(OCC(=O)Nc2ccccc2C(=O)N2CCCC2)cc1
 : -38, 27
CCCCn1c(N)c(N(C)C(=O)c2ccc(-n3cccn3)cc2)c(=O)[nH]c1=O
 : -7, 5
CCOC(=O)C1=NNC2(CC(=O)N(c3cccc(C)c3)C2=O)C1 (centres undefined)
 : -1, 3
CC(=O)c1cccc(NS(=O)(=O)c2ccc3c(c2)N(C(C)=O)CCO3)c1
 : -13, 9
CC(C)(C)c1ccc(C(=O)O/N=C(\N)c2ccccn2)cc1
 : -21, 14
COc1ccc(Cl)cc1N=Cc1c(O)cc(C)oc1=O
 : -13, 13
Cc1ccc(C)c(C(=O)CCC(=O)N2CCN(c3ncccn3)CC2)c1
 : -36, -5
CCN1CCN(Cc2ccc(NC(=O)c3cc(NC(=O)c4cncc(-c5ccc(C#N)cc5)c4)cc(OC)c3)cc2C(F)(F)F)CC1
 : -18, 21
COC(=O)C1(Cc2ccccc2)NC(c2ccc(F)cc2)C2C(=O)N(C)C(=O)C21 (centres undefined)
 : -14, 1
CN(C)c1ccc(-c2cc([C@H]3[C@@H]4C=CCC[C@@]4(C)C(=O)N3Cc3ccccc3)ccc2F)cc1
 : -53, 42
COc1ccc(NC(=O)CN(C)CC(=O)NC2CCCCC2C)cc1 (centres undefined)
 : -15, -1
CCC(C)NC(=O)CN1C(=O)NC2(CCOc3ccccc32)C1=O (centres undefined)
 : -19, 12
Cc1nnc(NC(=O)C23CC4CC(CC(C4)C2)C3)s1
 : -9, -5
COC(=O)c1ccc(C(c2c(C)[nH][nH]c2=O)c2c(C)[nH][nH]c2=O)cc1
 : -22, -2
CCN(CC)Cc1c(O)ccc2c(-c3ccccc3)cc(=O)oc12
 : -29, 61*
CC(/C=N/NC(=O)c1cccnc1)=C\c1ccco1
 : 4, 21
Cc1scc(C(=O)NNC(=O)CCC(=O)O)c1C
 : 7, 10
CCCCn1c(N)c(N(CCOC)C(=O)c2ccc3c(c2)C(=O)N(c2cc(C)ccc2C)C3=O)c(=O)[nH]c1=O
 : -17, 12

The final 7 records of the section above are carried over, then new ones follow.
Below each compound – OX1R antag-1, OX1R antag-2
CCC(C)NC(=O)CN1C(=O)NC2(CCOc3ccccc32)C1=O (centres undefined)
 : -19, 12
Cc1nnc(NC(=O)C23CC4CC(CC(C4)C2)C3)s1
 : -9, -5
COC(=O)c1ccc(C(c2c(C)[nH][nH]c2=O)c2c(C)[nH][nH]c2=O)cc1
 : -22, -2
CCN(CC)Cc1c(O)ccc2c(-c3ccccc3)cc(=O)oc12
 : -29, 61*
CC(/C=N/NC(=O)c1cccnc1)=C\c1ccco1
 : 4, 21
Cc1scc(C(=O)NNC(=O)CCC(=O)O)c1C
 : 7, 10
CCCCn1c(N)c(N(CCOC)C(=O)c2ccc3c(c2)C(=O)N(c2cc(C)ccc2C)C3=O)c(=O)[nH]c1=O
 : -17, 12
CC(NC(=O)c1cc(S(=O)(=O)N2CCOCC2)ccc1F)c1ccc(-n2ccnc2)cc1 (centres undefined)
 : -15, 6
O=C1CC(N(O)c2ccccc2)C(=O)N1c1cc(Cl)cc(Cl)c1 (centres undefined)
 : -10, 22
CSc1ccc(CNCCCN(C)C)cc1
 : -10, 13
CCOC(=O)c1sc(NC(=O)C2=COCCO2)c(C#N)c1C
 : -22, 21
O=C(/C=C/c1ccc([N+](=O)[O-])cc1)NCCN1C(=O)S/C(=C\c2ccc(F)cc2)C1=O
 : -11, 21
CNC(=O)C1CC(=O)N(Cc2ccc(OC)c(OC)c2)C(=Nc2ccc(OC)cc2)S1 (centres undefined)
 : -15, 20
O=C(NCc1ccc(F)cc1)C1CCCN(S(=O)(=O)c2cccc3nonc23)C1 (centres undefined)
 : -19, 12
Cc1cc(C)cc(N(C(=O)c2csnn2)C(C(=O)NC2CCCCC2)c2ccncc2)c1 (centres undefined)
 : -31, 33
CC(C)c1nnc(-c2ccc(Cl)cc2)c(N(C)C)n1
 : -45, 14
O=C(CCCN1C(=O)/C(=C/c2ccco2)SC1=S)Nc1ccccc1C(=O)O
 : -5, 13
CC1CC(C)CN(C(=O)C2CCN(S(=O)(=O)c3c(Cl)cccc3Cl)CC2)C1 (centres undefined)
 : -38, -6
CCOP(=O)(OCC)C(NCc1ccccc1)c1ccc(Br)cc1 (centres undefined)
 : -20, 14
Nc1ncc(Br)cc1S(=O)(=O)Nc1ccccc1F
 : 4, 6
O=C(N/N=C/c1ccco1)c1cc(=O)[nH]c2ccccc12
 : -25, 38
CSc1c(-c2ccccn2)c(N)nn1C(=O)C1CC1
 : -11, 4
NC(=O)[C@@H]1CC2(CC(c3cccc(NC(=O)[C@H]4CCC(=O)N4)c3)=NO2)CN1C(=O)COc1ccc(Cl)cc1 (some centres undefined)
 : -5, 8
CN(C)C=NC(=O)c1ccc(N2CCN(c3ncc(C(F)(F)F)cc3Cl)CC2)cc1
 : -5, -7
O=C(Nc1ccc(Oc2ccc(Cl)cc2)c(Cl)c1)c1cc(I)cc(I)c1O
 : 5, 49*
CCOC(=O)C1(C)NC(c2cccc(C)c2)C2C(=O)N(c3ccccc3)C(=O)C21 (centres undefined)
 : -17, -4
COc1ccc(C(=O)CSc2ccc(-c3ccco3)nn2)cc1
 : -14, 23
c1ccc(-c2nc3ccccc3c3nc4ccccc4n23)cc1
 : -15, 11
CCOc1ccc(N2C(=O)C3ON(c4ccccc4)C(c4cccs4)C3C2=O)cc1 (centres undefined)
 : -24, 39
Cc1cccn2c(=O)c3cc(C(=O)NCc4ccco4)c(=N)n(C(C)C)c3nc12
 : -30, 38
Cc1ccc2c(c1)CCCN2CC(=O)N(C)c1c(N)n(Cc2ccccc2)c(=O)[nH]c1=O
 : -16, 1
Cc1cccc(CS(=O)(=O)c2ncc(Cl)c(C(=O)Nc3ccc(F)cc3)n2)c1
 : 27, 30
Cc1cccc(OCC(=O)Nc2nnn(C)n2)c1C
 : 7, 3
CNC(=O)CSc1nnc(SCCC(=O)O)s1
 : -3, 6
CCN(CC(=O)Nc1c(F)cccc1F)C(=O)Cc1n[nH]c(=O)c2ccccc12
 : -23, 15
CN1C(=O)SC(Nc2ccccc2C(=O)O)C1=O (centres undefined)
 : -18, 21
O=C1CCC(C(=O)OCc2cc(=O)oc3ccc4ccccc4c23)=NN1
 : -28, 30

Single records, from the list above. Screens in order: OX1R antag-1, OX1R antag-2
COc1cccc(CNC(=O)CCNS(=O)(=O)c2ccc(Br)s2)c1 across the screens: -17, 37
CN(C)c1ccc(-c2cc([C@H]3[C@@H]4C=CCC[C@@]4(C)C(=O)N3Cc3ccccc3)ccc2F)cc1 across the screens: -53, 42
Cc1ccc(Nc2nc(N)nc(CN3CCN(Cc4ccc5c(c4)OCO5)CC3)n2)cc1 across the screens: -19, 11
CCOC(=O)CN(C(=O)CSc1nnc(-c2cccc(OC)c2)o1)c1ccc(F)cc1 across the screens: -19, 16
FC(F)(F)C1=CC(c2ccc(Br)cc2)=NCCN1 across the screens: -10, 21

Going on with the list:
Below each compound – OX1R antag-1, OX1R antag-2
COc1ccccc1CCNC(=O)/C(=C/c1cccnc1)NC(=O)c1ccccc1
 : -27, 3
Cc1ccc(C(=O)OCc2cc(=O)n3ccsc3n2)s1
 : -3, 4
c1ccc(SCc2nc(-c3ccncc3)no2)cc1
 : -14, 29
COC(=O)CS(=O)(=O)c1cc(Br)cc2c1N(C(C)=O)CC2
 : 1, -12
C=CCn1c(SC(CCO)C(=O)NCc2ccco2)nc2sc3c(c2c1=O)CCC3 (centres undefined)
 : -27, 9
CCOC(=O)c1cnn(Cc2cccc(Cl)c2)c1C
 : -13, 4
Cc1c(C(=O)N/N=C/c2cccs2)nnn1-c1nonc1N
 : -1, 9
CC(=O)c1cccc(NC(=O)CSc2nnc(-c3ccc(S(=O)(=O)N4CCCC4)cc3)o2)c1
 : -20, 9
CCOC(=O)C1CC(C)=C(C)CC1C(=O)O (centres undefined)
 : -6, -11
CCCn1cc(C(=O)N(C)C2CCCN(Cc3ccccc3F)C2)c(C)n1 (centres undefined)
 : -18, 15
Cc1cccc(C(=O)c2c(N)sc3c2CCC(C)C3)c1 (centres undefined)
 : -18, 19
COc1cccc(CNC(=O)C2CCN(S(=O)(=O)N3CC(C)CC(C)C3)CC2)c1 (centres undefined)
 : -20, 15
Cc1cc2oc(=O)cc(CN3CCCCC3C)c2cc1C (centres undefined)
 : -45, 8
Cc1oc2ccccc2c1CC(=O)NCCCN(C)C
 : -14, 17
CCN1CCc2c(sc(NC(=O)c3ccc(S(=O)(=O)N(C)CC4CCCO4)cc3)c2C(N)=O)C1 (centres undefined)
 : 2, 37
Cc1ccc2c(cnn2C(=O)CCC(=O)N2CCCCC2)c1
 : -11, 5
Cc1ccccc1NC(=S)N1CCN(c2ccccc2C)CC1
 : -4, 2
COC(=O)C1=C(C)NC2=C(C(=O)CCC2)C1c1cn(Cc2ccc(Cl)cc2Cl)nc1-c1ccccc1 (centres undefined)
 : 13, 66
CC(=O)Nc1ccc(S(=O)(=O)N2CCN(S(=O)(=O)N3CCOCC3)CC2)cc1
 : -6, 14

Source: PubChem
